# Dicer processing – human Dicer pre-microRNA cleavage inhibition. Q9UPY3. z-score at 25 µM. hit rate 6% among 47,000. cat-ELCCA pre-miR-21 Dicer processing, chemiluminescence; active compounds read high; in the data active = z-score above about 3, passing the limit was not always enough;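 also: plate controls were vehicle for no effect and no enzyme for full effect; higher signal means more uncleaved substrate so more Dicer inhibition; strong numbers were not always called active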
# Active calls of the source: *. Only part of the results is shown, so the mix of outcomes need not match the whole.
SMILES,Dicer processing
Cc1nc(SCC(=O)Nc2c(C)n(C)n(-c3ccccc3)c2=O)n[nH]1,0.92
CC1(C)c2ccccc2-n2c1cc(O)c(-c1ccccc1)c2=O,-0.08
Cc1ccc(N2C(=O)CC(N3CCN(Cc4ccc5c(c4)OCO5)CC3)C2=O)cc1Cl (stereo not drawn),-0.83
COCC1(C)OC(=O)C(C(=O)OC)=C1C (stereo not drawn),-0.24
CCOC(=O)/C(C#N)=C/Nc1cnc(N(C)C)c(C(F)(F)F)c1,0.71
CC1=C(C(=O)OC(C)C)C(c2cccc3ccccc23)C2=C(CCCC2=O)N1 (stereo not drawn),2.8
N#CC(C(=O)c1ccccc1Cl)=C1SCCCS1,-0.64
CCOc1ccc(N2C(=O)C3C4c5ccccc5C(C(=O)O)(c5ccccc54)C3C2=O)cc1 (stereo not drawn),1.1
CCOC(=O)Cc1nnc2c(Nc3ccccc3Cl)nc3nonc3n12,1
Oc1ccccc1/C=N/NC(=S)NC1CC2CCC1C2 (stereo not drawn),7.5
C1=CC2c3c(ccc4ccccc34)NC(c3ccccc3)C2C1 (stereo not drawn),6.5
Clc1ccc(-c2ncc(-c3ccc(Br)cc3)o2)cc1,0.01
OC1(c2ccc(F)cc2)Cc2ccccc2C2=NCCN21 (stereo not drawn),5.6*
CCOC(=O)c1c(C)csc1NC(=O)c1ccc(C(C)(C)C)cc1,0.92
O=C(Nc1ccc(Cl)cc1)Nc1nnc(C(F)(F)F)s1,-1
COCCCN1CN=C(SCc2ccc(Cl)cc2)NC1,-0.75
CCN(CCCc1ccccc1)CCCc1ccccc1,-0.97
Cc1cc(C)c2c(N)c(C(=O)c3ccccc3)sc2n1,-0.42
Cc1cc(C(=O)NNC(=O)Nc2ccc(F)cc2F)nn1C(C)(C)C,1.6
O=C(O)c1ccccc1Nc1ccccc1,-0.7
CC12CN3CC(C)(CN(C1)C3c1ccc(Cl)cc1)C2 (stereo not drawn),5.1*
COc1cccc(OCc2nc(-c3ccccc3)no2)c1,1.2
Fc1ccc(-c2nnn(Cc3cccc(F)c3)n2)cc1,-0.05
CSC(=S)Nc1ccc(F)cc1F,0.63
COc1cccc(C2Oc3ccccc3C3CC(c4cccs4)=NN32)c1OC (stereo not drawn),20*

# 3 compounds from above, sorted by formula weight, lowest first:
SMILES,Dicer processing
CC12CN3CC(C)(CN(C1)C3c1ccc(Cl)cc1)C2 (stereo not drawn),5.1*
O=C(Nc1ccc(Cl)cc1)Nc1nnc(C(F)(F)F)s1,-1
CCOC(=O)/C(C#N)=C/Nc1cnc(N(C)C)c(C(F)(F)F)c1,0.71

# (more compounds)
SMILES,Dicer processing
CCC1CCC(C)N(C(=S)Nc2ccc(Cl)c(Cl)c2)C1 (stereo not drawn),0.9
Cc1ccc(-c2cc(O)cc3sc(=O)oc23)cc1C,6.6*
O/N=C/N=C(NOCc1c(F)cccc1Cl)c1ccc(Cl)cc1,-0.95
Cc1ccc(-c2noc(CSc3nnc(C)n3-c3ccccc3)n2)cc1,1.1
COc1ccccc1C(=O)CC1(O)C(=O)Nc2ccc(Br)cc21 (stereo not drawn),0.64
CCOC(=O)Oc1ccc2c(=O)c(Oc3ccc(OC)cc3)c(C(F)(F)F)oc2c1,0.26
Fc1ccc(Nc2nc(-c3ccncc3)cs2)cc1,2.2
CC(=O)c1cc2c(s1)-c1cc(F)ccc1OC2,18
COC(=O)c1ccccc1N(C)C(=O)c1cc(OC)c(OC)c(OC)c1,-0.98
CCc1nc(SCC(=O)O)n[nH]1,-0.16
N#CC(c1ccc(Cl)cc1)c1c(Cl)cc(-n2ncc(=O)[nH]c2=O)cc1Cl (stereo not drawn),0.17
C(/C=C/C=C/Nc1ccccc1)=Nc1ccccc1,0.52
O=[N+]([O-])c1cc(Cl)ccc1S(=O)(=O)c1ccc(Cl)cc1,0.62
CCOc1ccc(C2NC(=O)CCC2[N+](=O)[O-])cc1 (stereo not drawn),-0.61
COc1ccnc(CS(=O)c2nc3cc(OC(F)F)ccc3[nH]2)c1OC (stereo not drawn),0.2
CSc1nnc(S/C(C(C)=O)=C(/C)O)s1,-1.4
O=C(NNC(=O)c1sccc1OCc1ncc(C(F)(F)F)cc1Cl)Nc1ccc(Cl)cc1,-0.32
CO/N=C1\CCCc2c(C(=O)NN)sc(SC)c21,2.2
CC(C)(C)c1cc(S(=O)(=O)CCc2ccccn2)cc(C(C)(C)C)c1F,-2.1
Cc1cc(NC(=O)CSc2nc(-c3ccccc3)c(C#N)c(=O)[nH]2)no1,0.24
Cc1cccnc1NC(=S)Nc1cccc(C(F)(F)F)c1,-0.53
O=C(Nc1ccccc1N1CCCCC1)C1=CCCCC1C(=O)O (stereo not drawn),-1.5
CCOC(=O)c1cnn(-c2ncnc3c2cnn3C)c1C(F)(F)F,0.96
Cc1[nH]c2ccc(F)cc2c(=O)c1I,-1.1
Cc1cc(OS(=O)(=O)CS(=O)(=O)Oc2cc(C)c(Cl)c(C)c2Cl)c(Cl)c(C)c1Cl,-1.4

# The list goes on; it opens with the two that closed the last part.
SMILES,Dicer processing
Cc1[nH]c2ccc(F)cc2c(=O)c1I,-1.1
Cc1cc(OS(=O)(=O)CS(=O)(=O)Oc2cc(C)c(Cl)c(C)c2Cl)c(Cl)c(C)c1Cl,-1.4
CC1=C(C(=O)OC2CCCC2)C(c2coc3ccc(C)cc3c2=O)C2=C(CCCC2=O)N1 (stereo not drawn),1.6
O=C(O)CCc1ccc(-c2ccc(F)cc2)n1Cc1ccco1,0.94
N#C/C(=C\NCc1cc(C(F)(F)F)cc(C(F)(F)F)c1)S(=O)(=O)Cc1ccco1,0.7
O=C(NNc1ncc(C(F)(F)F)cc1Cl)c1c(F)cccc1F,2
CCOC(=O)C(O)(NC(=O)c1ccccc1C)C(F)(F)F (stereo not drawn),2.6
COc1ccc(C2c3c(oc4ccc(F)cc4c3=O)C(=O)N2Cc2ccc3c(c2)OCO3)cc1 (stereo not drawn),-0.57
CCOC(=O)c1c(NC(C)=O)sc(C(=O)CC)c1C,6.1*
COc1cc(NC(=O)C(=O)NC2CC(C)(C)NC(C)(C)C2)c(OC)cc1Cl,1
O=C(Nc1cc(C(F)(F)F)ccc1N1CCOCC1)c1cccnc1Oc1ccccc1,-0.36
Cc1c(C(=O)O)ccc2c1NC(c1ccc(C(C)C)cc1)C1CC=CC21 (stereo not drawn),3.4*
CCCOc1ccc(C2C(C#N)=C(N)Oc3n[nH]c(C(C)(C)C)c32)cc1 (stereo not drawn),-1.6
Cc1cc(NC(=O)CSc2nnc3c4ccccc4n(C)c3n2)no1,2.5
O=C1c2ccccc2-c2nc3ncnn3c(-c3ccc(F)cc3)c21,1.6
O=C1C2CCCCC2C(=O)N1CC(=O)N1c2ccccc2CCc2ccccc21 (stereo not drawn),0.79
Cc1cc2n(n1)C(c1ccc(O)cc1O)Nc1c(C)cccc1-2 (stereo not drawn),1.5
N#Cc1c(NC(=O)CCCC(=O)O)sc2c1CCCC2,1.3
CC1(C)Cc2c(C#N)c(SCc3ccccc3)nc(N3CCOCC3)c2CO1,-1.2
CCn1ccc(C(=O)NC2=C(C#N)CCC2)n1,2
Cc1csc2sc(C=NCc3cccs3)c(C)c12,0.16
Cc1cc(NCc2ccc(Cl)cc2)no1,1.8
CCOC(=O)CN1C(=O)C(O)(CC(=O)c2cccs2)c2ccccc21 (stereo not drawn),2.6
O=S(=O)(Nc1ccccc1Cl)c1ccccc1,-0.45
CCS(=O)(=O)N(C(=O)c1ccco1)c1ccc2c(c1)c(C(=O)OC)c(C)n2S(=O)(=O)CC,0.15
CC(=O)N1CCN(CC(O)Cn2c3ccccc3c3ccccc32)CC1 (stereo not drawn),1.3
NC(N)=Nc1nc(-c2ccc(-c3ccccc3)cc2)cs1,2.5
# The list goes on:
SMILES,Dicer processing
O=C1CCC(=O)N1CNc1c(F)cccc1F,0.95
CC1=Nc2ccccc2-c2nnc(SCc3ccc(C)cc3)nc2O1,2.6
Cc1ccc(CSC2=NCCCN2)cc1,1.1
O=C(O)CNc1nc(-c2ccccc2)c2cc(Br)ccc2n1,-0.5
Cc1nc(C(=O)Nc2ccc3nsnc3c2)cc2c1[nH]c1ccccc12,1
CCOC(=O)c1c(C)oc2ccc(OCc3ccc(F)cc3Cl)cc12,-0.24
CC1(C)CC(=O)c2cnc(NC(=O)CSc3ccc(Cl)cc3)nc2C1,2
Cc1ccc(-c2nc(/N=C/NOC(=O)c3ccc([N+](=O)[O-])cc3)sc2C)cc1Cl,3.6*
Nc1ncnc2c1ncn2CCc1ccccc1,-0.86
Cc1cc(C)n(CC(O)COc2ccc(F)cc2)n1 (stereo not drawn),1.2
CC1=CCC2CC1C(c1ccccc1)OC2(C)C (stereo not drawn),2
COc1cccc(-n2c(/C=C/c3cn(C)c4ccccc34)nc3ccccc3c2=O)c1,6.8
COc1ccccc1N1C(=O)C2CC(C)=CC(C)C2C1=O (stereo not drawn),1.7
CCOc1cc(C(F)(F)F)c(C(=O)N(CC)Cc2ccc(Cl)cc2)cn1,-0.27
Cc1cc(C)c(C(=O)NC(=O)Nc2c(Cl)cc(Cl)cc2Cl)c(C)c1,0.37
Cc1ccc2nc3c(nc2c1C)C(O)=C3O,4.2*
CC1=C(C(=O)Nc2cccc(C)n2)C(c2ccc(Br)cc2)C2=C(CC(C)(C)CC2=O)N1 (stereo not drawn),2.5
CCCC1O[C@@H]2C[C@H]3[C@@H]4CCC5=CC(=O)C=C[C@]5(C)[C@H]4[C@@H](O)C[C@]3(C)[C@]2(C(=O)CO)O1 (stereo partly drawn),0.43
O=C(Nc1ccc2c(c1)OCCCO2)Nc1csc2ccccc12,0.16
Cc1nn(-c2cc(C(F)(F)F)ccc2Cl)c(=O)c2noc(C)c12,-0.35
COc1cc(C2CC(=O)Nc3c2ccc2ccccc32)cc(Br)c1OC (stereo not drawn),0.98
COc1ccc(-c2nc(C#N)c(NCc3ccccc3Cl)o2)cc1,-0.12
Cc1cc(Cl)ccc1NC(=S)NCCCNC1CCCCC1,-0.79
O=C(Nc1ccc(F)cc1F)NC1Cc2ccccc2C1,-0.24
CSc1nc(N)nc2sc(C(=O)c3ccc(Cl)cc3)c(N)c12,0.5

# Pulled by structure from above, five records:
SMILES,Dicer processing
COc1cccc(-n2c(/C=C/c3cn(C)c4ccccc34)nc3ccccc3c2=O)c1,6.8
Cc1ccc2nc3c(nc2c1C)C(O)=C3O,4.2*
O=C(Nc1ccc(F)cc1F)NC1Cc2ccccc2C1,-0.24
COc1cc(C2CC(=O)Nc3c2ccc2ccccc32)cc(Br)c1OC (stereo not drawn),0.98
Cc1cc(C)n(CC(O)COc2ccc(F)cc2)n1 (stereo not drawn),1.2

# Continuation:
SMILES,Dicer processing
c1ccc(-c2nnc3sc(-c4cccs4)nn23)cc1,-0.93
COC(=O)c1ccc(C2C(C#N)=C(N)Oc3n[nH]c(-c4ccc5c(c4)OCO5)c32)cc1 (stereo not drawn),-4.9
COC(=O)c1cccc(NC(=O)NCc2ccccc2)c1C,0.6
Cc1cccc(-c2n[nH]c(S(C)(=O)=O)c2C#N)c1,-2
CCCc1n(CC)c2ccccc2[n+]1CC(O)COC1CCCCC1 (stereo not drawn),-0.32
CCOc1ccccc1Oc1c(C)oc2cc(O)ccc2c1=O,0.76
c1ccc(C2CN(Cc3ccco3)C(c3ccccc3)O2)cc1 (stereo not drawn),3.5*
O=[N+]([O-])c1cccc(C2CC(c3ccccc3)=Nc3ccccc3S2)c1 (stereo not drawn),-1.8
O=C(CCSc1nc(-c2ccco2)cc(C(F)(F)F)n1)NC1CC1,0.37
COC(=O)c1ccc(C2/C(=C(/O)c3ccc(C)cc3)C(=O)C(=O)N2CC(C)O)cc1 (stereo not drawn),-1
Cc1cc(-c2onc(C)c2-c2noc(C)n2)no1,-0.34
COc1ccccc1OCCSc1nc(C)cc(C)n1,1.3
CC(=O)ONc1ccc(S(=O)(=O)Nc2c(C)cccc2C)cc1,-1.1
CCn1ncc(CN(C)C(=O)c2cnn3c(C(F)F)cc(-c4ccccc4)nc23)c1C,1.8
C[C@H]1O[C@@H](n2cc(F)c(=O)[nH]c2=O)[C@H](O)[C@@H]1O,3.1*
CCCCOc1ccc2c(=O)c(Oc3ccc(OC)cc3)coc2c1,-0.42
O=C(NCCO)C(=O)NC1CCCCC1,-0.65
CN(C)c1ccc(C2C(C(=O)OC(C)(C)C)C(=O)CC(C)(O)C2C(=O)OC(C)(C)C)cc1 (stereo not drawn),1
Cc1nnsc1-c1nc(-c2ccc(-c3ccccc3F)cc2)c(C)s1,-1.6
CC1CN(C(=O)C2c3ccccc3Oc3ccccc32)CC(C)O1 (stereo not drawn),2
CCNC(=O)C(=O)NCc1ccco1,0.17
Cc1cc(S(=O)(=O)O/N=C(\N)CS(=O)(=O)c2ccccc2)c(Cl)cc1Cl,-0.25
O=P(O)(O)C(O)(Cc1cccnc1)P(=O)(O)O,0.45
CCC(C)C(N)C1=NC(C(=O)N[C@@H](CC(C)C)C(=O)N[C@H](CCC(=O)O)C(=O)N[C@H](C(=O)N[C@H]2CCCCNC(=O)[C@H](CC(N)=O)NC(=O)[C@@H](CC(=O)O)NC(=O)[C@H](Cc3cnc[nH]3)NC(=O)[C@@H](Cc3ccccc3)NC(=O)[C@H]([C@@H](C)CC)NC(=O)[C@@H](CCCN)NC2=O)[C@@H](C)CC)CS1 (stereo partly drawn),-0.07
Cc1ccc(N2C(=O)CC(NC3CCCC3)C2=O)cc1 (stereo not drawn),1.9
Oc1ccc(Cl)cc1-c1ccnc2cc(-c3ccccc3)nn12,9.3*
O=C(O)c1ccc(Sc2ccccn2)c([N+](=O)[O-])c1,0.11
COc1nc(Nc2cccc(C(F)(F)F)c2)nc(OC)n1,-0.48

# Bioassay records deposited in PubChem BioAssay by Center for Chemical Genomics, University of Michigan.
